NCI-60 one-dose screen, 48 h, at 10 µM unless noted. Numbers give growth in % (100 = growth as untreated, 0 = no growth, -100 = all killed).
HCT-116 = HCT-116 colon cancer; 7.3% of 82,000 active; AID 1794798
HT29 = HT29 colon cancer; 7.4% of 81,000 active; AID 1794748
HCT-15 = HCT-15 colon cancer; 5.2% of 82,000 active; AID 1794746
HCC-2998 = HCC-2998 colon cancer | AID 1794799 | 4.7% of 79,000 active
KM12 = KM12 colon cancer cells; 5% of 82,000 active; AID 1794800
SW-620 = SW-620 colon cancer; 5.2% of 82,000 active; AID 1794795
SNB-75 = SNB-75 CNS cancer. AID 1794750. 5% of 79,000 active
NCI-H322M = NCI-H322M lung cancer; 2.7% of 80,000 active
COLO 205 = COLO 205 colon cancer; AID 1794742; 7.3% of 79,000 active
* marks the source's active call; other numbers are inactive results. The calls were made as follows: active = growth percent below 10; inactive = the rest.

Results for C[C@@H]1[C@H](CCO)[C@H]1CCc1ccccc1 ?
HCT-116: 90.5; HT29: 98.2; HCT-15: 97.4; HCC-2998: 97.4; KM12: 104.5; SW-620: 99.0; SNB-75: 84.9; NCI-H322M: 94.0; COLO 205: 100.9

What do the screens show for `CCOC(=O)C(CC)(CC)C(=O)Cl`?
HCT-116: 106.7; HT29: 102.4; HCT-15: 101.4; HCC-2998: 115.5; KM12: 106.5; SW-620: 100.1; SNB-75: 90.8; NCI-H322M: 104.8; COLO 205: 109.5

How did [N-]=[N+]=NCc1cccc(/C(O)=C/C(=O)C(=O)O)c1 do in these assays?
HCT-116: 91.3; HT29: 83.9; HCT-15: 113.4; HCC-2998: 88.5; KM12: 97.4; SW-620: 94.9; SNB-75: 73.6; NCI-H322M: 93.8; COLO 205: 99.6

Results for O=C1/C(=C/c2ccc(OCCCCCCOc3ccccc3Cl)cc2)N=C2SCCCN12 ?
HCT-116: 88.9; HT29: 90.1; HCT-15: 83.5; HCC-2998: 94.1; KM12: 92.5; SW-620: 109.6; SNB-75: 103.2; NCI-H322M: 96.7; COLO 205: 118.6

How did Nc1nc2[nH]cc(CCc3ccc(C(=O)N[C@@H](CCc4nn[nH]n4)c4nn[nH]n4)cc3)c2c(=O)[nH]1 do in these assays?
HCT-116: 102.7; HT29: 98.0; HCT-15: 105.6; HCC-2998: 111.4; KM12: 100.6; SW-620: 94.2; SNB-75: 100.8; NCI-H322M: 115.2; COLO 205: 107.5

How did Cc1nc2ccc(Cl)cn2c1C(=O)NCc1ccc(OCc2cn(Cc3ccc(Br)cc3)nn2)cc1 do in these assays?
HCT-116: 99.8; HT29: 100.0; HCT-15: 100.7; HCC-2998: 104.7; KM12: 96.6; SW-620: 97.4; SNB-75: 83.9; NCI-H322M: 101.3; COLO 205: 103.0

What do the screens show for `CC(=O)[C@H]1C[C@H](O)[C@H]2[C@@H]3CCC4=CC(=O)CC[C@]4(C)[C@H]3C[C@H](O)[C@@]21C`?
HCT-116: 111.2; HT29: 83.4; HCT-15: 103.4; HCC-2998: 101.1; KM12: 108.2; SW-620: 108.0; SNB-75: 89.3; NCI-H322M: 115.0; COLO 205: 116.4

What do the screens show for `CCc1ccc(Cn2c(=O)nc(SC)[nH]c2=O)cc1`?
HCT-116: 107.1; HT29: 112.8; HCT-15: 106.6; HCC-2998: 108.9; KM12: 104.6; SW-620: 105.6; SNB-75: 70.3; NCI-H322M: 121.2; COLO 205: 104.7

What do the screens show for `O=C1Nc2ccccc2/C1=C/c1cn(-c2nc(N3CCCCC3)nc(N3CCOCC3)n2)c2ccccc12`?
HCT-116: 98.2; HT29: 95.5; HCT-15: 104.8; HCC-2998: 115.0; KM12: 101.2; SW-620: 109.5; SNB-75: 77.1; NCI-H322M: 84.6

How did O=C(O)CCCCCCCCCCN1C(=O)/C(=C2/C(=O)N(CC(=O)O)c3ccc(Br)cc32)SC1=S do in these assays?
HCT-116: 87.2; HT29: 100.2; HCT-15: 44.2; HCC-2998: 115.1; KM12: 40.2; SW-620: 105.7; SNB-75: 92.5; NCI-H322M: 97.0; COLO 205: 110.0

How did CCNC(=S)NNC(=O)c1ccc2nc(-c3ccc(Cl)cc3)[nH]c2c1 do in these assays?
HCT-116: 100.4; HT29: 97.7; HCT-15: 94.1; HCC-2998: 94.5; KM12: 92.0; SW-620: 107.9; SNB-75: 92.2; NCI-H322M: 96.6; COLO 205: 113.3

What do the screens show for `COC(=O)c1ccc(C(=O)OC)c([N+](=O)[O-])c1`?
HCT-116: 100.1; HT29: 97.4; HCT-15: 102.7; HCC-2998: 96.2; KM12: 97.3; SW-620: 99.0; SNB-75: 91.6; NCI-H322M: 101.7; COLO 205: 107.9

What do the screens show for `COc1cc(CNC(=O)/C=C/C=C/c2ccc3c(c2)OCO3)ccc1OCc1cn(-c2ccc(C)c(C)c2)nn1`?
HCT-116: 75.2; HT29: 91.6; HCT-15: 81.3; HCC-2998: 98.0; KM12: 84.0; SW-620: 92.1; SNB-75: 88.4; NCI-H322M: 82.3; COLO 205: 80.5

Results for Oc1c(-c2nnc(-c3ccccc3Cl)o2)sc2nnc(-c3ccccc3)c(-c3ccccc3)c12 ?
HCT-116: 19.3; HT29: 91.2; HCT-15: 32.0; HCC-2998: 54.7; KM12: 39.2; SW-620: 35.6; SNB-75: 62.7; COLO 205: 67.4

Results for O=c1c2ccccc2n(-c2ccccc2)c2ccccc12 ?
HCT-116: 99.7; HT29: 100.1; HCT-15: 105.7; HCC-2998: 98.3; KM12: 109.3; SW-620: 104.0; SNB-75: 95.1; NCI-H322M: 119.4; COLO 205: 107.2

Four entries picked at random from those above, as already listed:
Results for Oc1c(-c2nnc(-c3ccccc3Cl)o2)sc2nnc(-c3ccccc3)c(-c3ccccc3)c12 ?
HCT-116: 19.3; HT29: 91.2; HCT-15: 32.0; HCC-2998: 54.7; KM12: 39.2; SW-620: 35.6; SNB-75: 62.7; COLO 205: 67.4

Results for C[C@@H]1[C@H](CCO)[C@H]1CCc1ccccc1 ?
HCT-116: 90.5; HT29: 98.2; HCT-15: 97.4; HCC-2998: 97.4; KM12: 104.5; SW-620: 99.0; SNB-75: 84.9; NCI-H322M: 94.0; COLO 205: 100.9

How did CCNC(=S)NNC(=O)c1ccc2nc(-c3ccc(Cl)cc3)[nH]c2c1 do in these assays?
HCT-116: 100.4; HT29: 97.7; HCT-15: 94.1; HCC-2998: 94.5; KM12: 92.0; SW-620: 107.9; SNB-75: 92.2; NCI-H322M: 96.6; COLO 205: 113.3

How did [N-]=[N+]=NCc1cccc(/C(O)=C/C(=O)C(=O)O)c1 do in these assays?
HCT-116: 91.3; HT29: 83.9; HCT-15: 113.4; HCC-2998: 88.5; KM12: 97.4; SW-620: 94.9; SNB-75: 73.6; NCI-H322M: 93.8; COLO 205: 99.6

The list continues.
How did O=C(Nc1cccc(Cl)c1)Oc1cccnc1 do in these assays?
HCT-116: 90.1; HT29: 95.9; HCT-15: 83.7; HCC-2998: 99.6; KM12: 79.8; SW-620: 94.1; SNB-75: 109.3; NCI-H322M: 80.4

How did O=C(NC1CCCCC1)c1ccc(Cl)cc1 do in these assays?
HCT-116: 105.6; HT29: 101.1; HCT-15: 107.9; HCC-2998: 105.9; KM12: 101.8; SW-620: 102.6; SNB-75: 90.0; NCI-H322M: 98.1; COLO 205: 108.8

Results for OCc1ccc(Cl)cc1 ?
HCT-116: 100.9; HT29: 116.2; HCT-15: 97.0; HCC-2998: 101.4; KM12: 118.1; SW-620: 106.9; SNB-75: 91.2; NCI-H322M: 87.0

What do the screens show for `O=C(Sc1nnc(CCC(=O)c2nc3ccccc3[nH]2)s1)c1ccccc1`?
HCT-116: 107.5; HCT-15: 99.0; HCC-2998: 99.8; KM12: 113.1; SW-620: 110.7; SNB-75: 88.5; NCI-H322M: 103.7; COLO 205: 110.1

How did O=C(O)CC(O)c1ccccc1 (configuration not stated) do in these assays?
HCT-116: 105.0; HT29: 99.7; HCT-15: 102.0; HCC-2998: 101.2; KM12: 101.9; SW-620: 105.4; SNB-75: 91.8; NCI-H322M: 101.6

What do the screens show for `C#Cc1ccc(C(=O)NCc2ccc(/C=C/C(=O)c3nccn3C)cc2)cc1`?
HCT-116: 14.0; HT29: 8.9*; HCT-15: 2.8*; HCC-2998: 9.8*; KM12: 15.5; SW-620: 10.5; SNB-75: 67.3; NCI-H322M: 12.5; COLO 205: 22.8

Results for CNC(=O)c1cc(N2CCc3cc(NC(=O)Nc4ccccc4)ccc32)ccn1 ?
HCT-116: 95.4; HT29: 86.9; HCT-15: 83.3; HCC-2998: 99.6; KM12: 97.3; SW-620: 96.8; SNB-75: 61.6; NCI-H322M: 94.7; COLO 205: 103.8

How did COc1ccc(OC)c(C(O)P(=O)(c2ccccc2)c2ccccc2)c1 (configuration not stated) do in these assays?
HCT-116: 101.2; HT29: 105.7; HCT-15: 105.3; HCC-2998: 106.4; KM12: 114.9; SW-620: 114.3; SNB-75: 84.7; NCI-H322M: 103.0; COLO 205: 100.1

Results for Cc1ccc2c(n1)C[C@H](C(C)(C)O)CC[C@@H]2C ?
HCT-116: 104.5; HT29: 102.6; HCT-15: 102.6; HCC-2998: 112.4; KM12: 110.8; SW-620: 100.3; SNB-75: 103.5; NCI-H322M: 109.6; COLO 205: 110.1

Results for CC1(C)[C@@H](OCCC#N)CC[C@]2(C)[C@H]3C(=O)C=C4[C@@H]5C[C@](C)(C(=O)O)CC[C@]5(C)CC[C@@]4(C)[C@]3(C)CC[C@@H]12 ?
HCT-116: 104.1; HT29: 114.6; HCT-15: 95.0; HCC-2998: 103.6; KM12: 108.6; SW-620: 103.9; SNB-75: 87.9; NCI-H322M: 105.0; COLO 205: 112.8

Results for CC(C)(C)NC(=O)C(OC(=O)c1cccc(Cl)c1)c1cc2cc(F)ccc2nc1Cl (configuration not stated) ?
HCT-116: 73.5; HT29: 79.7; HCT-15: 97.0; HCC-2998: 106.0; KM12: 96.9; SW-620: 97.0; SNB-75: 97.2; NCI-H322M: 98.3; COLO 205: 102.4

Results for COC(=O)c1ccc(Nc2cc(=O)[nH]c(=O)[nH]2)cc1 ?
HCT-116: 103.9; HT29: 98.4; HCT-15: 103.9; HCC-2998: 106.3; KM12: 105.7; SW-620: 107.0; SNB-75: 95.9; NCI-H322M: 94.2; COLO 205: 119.6

Results for O=C1NC(=O)/C(=C/c2ccc(Cl)c(Cl)c2)N1 ?
HCT-116: 81.0; HT29: 93.2; HCT-15: 93.2; HCC-2998: 90.3; KM12: 98.3; SW-620: 100.1; SNB-75: 76.2; NCI-H322M: 102.3; COLO 205: 97.0

What do the screens show for `COc1cc(/C=C/C(=O)c2nnn(-c3ccc(Cl)cc3)c2C)cc(OC)c1OC`?
HCT-116: 26.2; HT29: 15.5; HCT-15: 12.4; HCC-2998: 23.1; KM12: 20.8; SNB-75: 22.5; NCI-H322M: 63.1; COLO 205: 41.5

Results for COc1cc(C(NS(=O)(=O)c2ccc(Cl)cc2)c2nnc(-c3ccccc3)o2)cc(OC)c1OC (configuration not stated) ?
HCT-116: 90.9; HT29: 105.6; HCT-15: 95.4; HCC-2998: 102.4; KM12: 99.3; SW-620: 97.9; SNB-75: 74.8; NCI-H322M: 86.6; COLO 205: 112.7

The last 3 entries of the section above open the next one:
Results for O=C1NC(=O)/C(=C/c2ccc(Cl)c(Cl)c2)N1 ?
HCT-116: 81.0; HT29: 93.2; HCT-15: 93.2; HCC-2998: 90.3; KM12: 98.3; SW-620: 100.1; SNB-75: 76.2; NCI-H322M: 102.3; COLO 205: 97.0

What do the screens show for `COc1cc(/C=C/C(=O)c2nnn(-c3ccc(Cl)cc3)c2C)cc(OC)c1OC`?
HCT-116: 26.2; HT29: 15.5; HCT-15: 12.4; HCC-2998: 23.1; KM12: 20.8; SNB-75: 22.5; NCI-H322M: 63.1; COLO 205: 41.5

Results for COc1cc(C(NS(=O)(=O)c2ccc(Cl)cc2)c2nnc(-c3ccccc3)o2)cc(OC)c1OC (configuration not stated) ?
HCT-116: 90.9; HT29: 105.6; HCT-15: 95.4; HCC-2998: 102.4; KM12: 99.3; SW-620: 97.9; SNB-75: 74.8; NCI-H322M: 86.6; COLO 205: 112.7

Results for O=C(CCl)Nc1ccc2c(Nc3cc(O)ccc3Cl)ncnc2c1 ?
HCT-116: -74.5*; HT29: -74.5*; HCT-15: -81.3*; HCC-2998: -4.0*; KM12: -64.7*; SW-620: -60.6*; SNB-75: -96.7*; NCI-H322M: 5.6*; COLO 205: -51.9*

Results for O=C1CC(O)(C(F)(F)C(F)(F)F)Oc2ccccc21 (configuration not stated) ?
HCT-116: 65.3; HT29: 57.3; HCT-15: 77.3; HCC-2998: 79.8; KM12: 90.5; SW-620: 70.4; SNB-75: 64.3; NCI-H322M: 126.3; COLO 205: 56.5

How did COc1ccc(-c2ccn(CCC(=O)N3CC(C)OC(C)C3)n2)cc1OC1CCCC1 (configuration not stated) do in these assays?
HCT-116: 101.1; HT29: 103.3; HCT-15: 94.2; HCC-2998: 93.2; KM12: 102.3; SW-620: 88.9; SNB-75: 84.8; NCI-H322M: 95.5

How did Cc1sc2c(c1C)c(=O)nc1c(-c3nc(-c4ccccc4)cs3)n[nH]n12 do in these assays?
HCT-116: 100.2; HT29: 107.3; HCT-15: 82.4; HCC-2998: 101.4; KM12: 99.4; SW-620: 97.3; SNB-75: 101.0; NCI-H322M: 101.1; COLO 205: 102.1

What do the screens show for `C#C[C@]1(O)CC[C@H]2[C@@H]3CC=C4c5sc(N(C)c6ccccc6)nc5CC[C@]4(C)[C@H]3CC[C@@]21C`?
HCT-116: 48.4; HT29: -3.5*; HCT-15: 27.8; HCC-2998: 109.3; KM12: 54.6; SW-620: 92.3; SNB-75: 99.8; NCI-H322M: 103.2; COLO 205: 66.8

How did N/C(=N\C(N)=N\c1nc2ccccc2s1)c1ccccc1Br do in these assays?
HCT-116: 97.5; HT29: 103.7; HCT-15: 99.7; HCC-2998: 104.7; KM12: 100.3; SW-620: 101.6; SNB-75: 81.4; NCI-H322M: 95.1; COLO 205: 117.5

How did OCCOCCOCCN1CCN(C(c2ccccc2)c2ccc(Cl)cc2)CC1 (configuration not stated) do in these assays?
HCT-116: 93.4; HT29: 106.4; HCT-15: 96.3; HCC-2998: 106.7; KM12: 106.8; SW-620: 98.2; SNB-75: 79.6; NCI-H322M: 90.1; COLO 205: 106.2

Results for CCS(=O)(=O)OCCO[C@H]1Cc2cc3ccc(=O)oc3cc2OC1(C)C ?
HCT-116: 106.2; HT29: 101.2; HCT-15: 108.9; HCC-2998: 109.0; KM12: 104.0; SW-620: 97.0; SNB-75: 100.7; NCI-H322M: 111.3

Results for COc1c2c(c(OC)c3c1OCO3)C(c1ccccc1)=NC(C)C2 (configuration not stated) ?
HCT-116: 97.2; HT29: 89.3; HCT-15: 98.8; HCC-2998: 98.6; KM12: 96.4; SW-620: 89.8; SNB-75: 84.1; NCI-H322M: 98.4; COLO 205: 90.4

Bioassay records: PubChem BioAssay, NCI
